# Screening results deposited in PubChem BioAssay by National Center for Advancing Translational Sciences (NCATS).
# 12-LOX inh: ALOX12 (human) lipoxygenase inhibition; P18054; purified 12hLO, xylenol orange hydroperoxide absorbance; Potency, µM (top dose mostly 108 µM), inactives show at the top dose activity change, negative = inhibition, most hits filed as inhibitors; 1.1% of 580,000 active; also: potency is read from the fitted curve at half-maximal effect; % is scaled to controls: 0 for no effect and ±100 for the full control effect
#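 Hydroperoxide product was detected by ferrous iron/xylenol orange as the 573 to 405 nm absorbance ratio. Arachidonic acid at 40 uM (final) was turned over for 30 min at room temperature by 150 nM human 12hLO, pH 7.0 Hepes buffer, after 15 min compound preincubation.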
# BAZ2B inh: blocks human BAZ2B; Q9UIF8; AlphaScreen BAZ2B-H3K14Ac peptide displacement; Potency, µM (doses to about 114 µM), for inactives: at the top dose activity change, negative = inhibition, actives largely listed as inhibitors; 4.4% of 360,000 active; also: potency is read from the fitted curve at half-maximal effect; % is scaled to controls: 0 for no effect and ±100 for the full control effect; nearly all actives have a fitted effect of over 60% in size
#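 In this displacement format the biotinylated H3(5-23) peptide acetylated at Lys14 serves as ligand at 50 nM, with BAZ2B at 50 nM in PBS pH 7.4 containing 0.01% Tween-20. Donor and acceptor beads are 10 ug/mL final.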
# RGS4 inh: blocks human RGS4-accelerated GTP hydrolysis. P49798. 0.039% of 390,000 active. Potency, µM (series often up to 114 µM), inactives show at the highest dose activity change, negative = inhibition, hits mostly inhibitors. AID 504845. Transcreener GDP fluorescence polarization, RGS4-accelerated GTP hydrolysis; also: potency is read from the fitted curve at half-maximal effect; % is scaled to controls: 0 for no effect and ±100 for the full control effect; nearly all actives have a fitted effect of over 75% in size; some results filed as inactive show a strong effect at the top dose
#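 MLSMR compounds (23 nl, pin-transferred) preincubated 10 min at room temperature with a 500nM (2x) first reagent, then RGS4 at 900nM (2x) plus Transcreener GDP mix added; fluorescence polarization (620/688 nm) read before and after 90 min at 30 °C.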
# GLS inhibitor: blocks human kidney-isoform glutaminase activity | GLS enzymatic activity, qHTS titration | Potency, µM (doses to about 45.5 µM), for the others: top-dose activity change, negative = inhibition, usual class: inhibitors | AID 624170 | O94925 | 0.21% of 410,000 active; also: potency is read from the fitted curve at half-maximal effect; % is scaled to controls: 0 for no effect and ±100 for the full control effect
# Target sequence (O94925 whole entry, looked up, canonical isoform): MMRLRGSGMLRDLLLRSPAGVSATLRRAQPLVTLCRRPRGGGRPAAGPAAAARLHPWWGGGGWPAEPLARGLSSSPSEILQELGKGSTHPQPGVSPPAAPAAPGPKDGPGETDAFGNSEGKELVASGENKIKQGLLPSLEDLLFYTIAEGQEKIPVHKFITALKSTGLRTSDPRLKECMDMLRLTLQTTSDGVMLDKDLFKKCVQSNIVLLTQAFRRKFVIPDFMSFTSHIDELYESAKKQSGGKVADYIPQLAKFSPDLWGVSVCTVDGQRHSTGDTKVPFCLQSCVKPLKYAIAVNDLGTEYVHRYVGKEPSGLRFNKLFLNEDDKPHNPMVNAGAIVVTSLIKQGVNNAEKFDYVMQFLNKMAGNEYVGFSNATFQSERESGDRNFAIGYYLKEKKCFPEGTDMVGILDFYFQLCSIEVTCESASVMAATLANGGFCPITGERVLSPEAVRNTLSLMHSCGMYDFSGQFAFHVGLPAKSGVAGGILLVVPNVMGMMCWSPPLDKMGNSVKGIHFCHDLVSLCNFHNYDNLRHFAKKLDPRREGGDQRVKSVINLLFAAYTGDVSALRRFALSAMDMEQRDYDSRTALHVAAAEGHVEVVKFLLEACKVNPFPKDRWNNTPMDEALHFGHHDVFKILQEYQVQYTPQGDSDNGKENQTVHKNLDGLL
#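 Read-out is an Amplex red fluorescence increase coupled through glutamate oxidase and HRP, measured before and after 30 min room-temperature incubation. hKGA is in 45 mM KH2PO4 (pH 8.2) with 0.02% Tween-20; glutamine added as 1mM solution.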
# JMJD2A Tudor inh: JMJD2A Tudor domain (human) inhibition. AlphaScreen JMJD2A-Tudor / H3K4me3 peptide binding. Potency, µM (highest dose often 114 µM), without a hit: at the highest dose activity change, negative = inhibition, hits mostly inhibitors. 4.4% of 390,000 active. AID 504339; also: potency is read from the fitted curve at half-maximal effect; % is scaled to controls: 0 for no effect and ±100 for the full control effect; nearly all actives have a fitted effect of over 50% in size
# ERG-DNA inh: inhibitors of human ERG Ets domain-DNA interaction | 0.028% of 370,000 active | Potency, µM (highest dose often 76.9 µM), for the others: top-dose FP activity, negative = inhibition, usual class: inhibitors | fluorescence polarization, His-ERG Ets domain / labelled DNA | P11308; active = well fitted inhibition curve with a large enough effect in the polarisation, with a control signal flat; inconclusive = small, poorly fitted or top-dose-only effect, or effect the other way, or a change in a side signal; inactive = no such curve, though single readings can be large or run the other way; the % refers to the polarisation;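 also: polarization taken with two DNA probes labelled with fluorescein and Texas red; potency is read from the fitted curve at half-maximal effect; % of control where 0% means no effect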
#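 His-tagged ERG Ets domain (1 uM in the protein solution; 300mM KCl, 50mM Tris-HCl, 1mM EDTA, 1mM DTT, pH 7.5) received compound, then a probe mix of 5 nM fluorescein-DNA and 100nM Texas-615-DNA. Fluorescence polarization was read for both dyes.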
# HP1b binding inh: blocks HP1-beta chromodomain binding to methylated histone tails | P83916 | AlphaScreen HP1-beta / biotin-H3K9me3 peptide binding | Potency, µM (titrated, usually from 114 µM), without a hit: at the highest dose activity change, negative = inhibition, usual class: inhibitors | 0.56% of 390,000 active; also: potency is read from the fitted curve at half-maximal effect; nearly all actives have a fitted effect of over 70% in size; inactives centre near 23
#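 AlphaScreen: HP1-beta (50 nM) preformed 30 min with biotin-H3(1-18)K9me3 peptide (50 nM) in PBS pH 7.4, 0.01% Tween-20. Compound added for 30 min at RT, then streptavidin donor/nickel chelate acceptor beads (10 ug/mL) for 30 min.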
# PI4K2A inh: blocks human PI4K2A kinase activity; purified PI4K2A, ADP-Glo luminescence, 1 h; stronger effect = lower value; activity change, negative = inhibition, % at 76.9 µM; 0.13% of 420,000 active; in the data active = activity change below about -50%; inconclusive = mostly about -30% to -49%;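 also: -100% = wells without enzyme as full effect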
#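 ADP-Glo luminescence measured ADP generated by PI4K2A enzyme (4 ug/mL before mixing) with 1.2 mM PI substrate (pre-mix) and 300 microM ATP (pre-mix). Tris pH7.5 buffer with MgCl2, Triton X-100; 1 h reaction at ambient temperature.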
# G9a block: inhibitors of human histone lysine methyltransferase G9a | Q96KQ7 | G9a H3K9 monomethylation, AlphaScreen, 2 h | Potency, µM (series often up to 102 µM), inactives show top-dose activity, negative = inhibition, actives largely listed as inhibitors | 8.8% of 350,000 active | AID 504332; also: potency is read from the fitted curve at half-maximal effect; % is scaled to controls: 0 for no effect and ±100 for the full control effect; nearly all actives have a fitted effect of over 75% in size
# Target sequence (Q96KQ7 913-1193 limits assumed): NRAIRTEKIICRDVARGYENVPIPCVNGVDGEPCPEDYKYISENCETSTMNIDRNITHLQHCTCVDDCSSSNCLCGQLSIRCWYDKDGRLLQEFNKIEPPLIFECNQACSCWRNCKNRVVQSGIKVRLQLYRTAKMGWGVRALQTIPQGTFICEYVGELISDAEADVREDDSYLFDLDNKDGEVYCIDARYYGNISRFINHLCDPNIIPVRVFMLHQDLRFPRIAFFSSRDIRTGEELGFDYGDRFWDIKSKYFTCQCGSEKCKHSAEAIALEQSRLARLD
#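 Readings reflect AlphaScreen signal from monomethyl-H3K9 antibody detection. HMT at 20 nM; substrate b-H3K9 500 nM; cofactor SAM 20 uM; 2 h RT reaction; compounds tested as titrations in qHTS with 15 min preincubation.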
# Starred values were filed as active, the others as inactive; ? = inconclusive; · = not tested or not shown; & = joins results of further samples; ! = repeats disagree; [ ] = dose if it differs, or a comment. Unless noted, calls follow the shape of the dose curve; as a rule, active = well fitted curve in the direction sought with a large enough effect; inconclusive = small, poorly fitted or top-dose-only effect, or another doubt; inactive = no such curve, though single readings can be large; an effect the other way counts as inactive or inconclusive. Some of the compounds tested; count on the stated rates, not on these rows.
SMILES,12-LOX inh,BAZ2B inh,RGS4 inh,GLS inhibitor,JMJD2A Tudor inh,ERG-DNA inh,HP1b binding inh,PI4K2A inh,G9a block
COC(=O)c1sc(N)c(C(=O)OC)c1COC(=O)CNS(=O)(=O)c1ccc(C)cc1,-4%,1%,24%,-5%,-13%,0%,9%,0,4%[59 µM]
O=c1[nH]c(C2CCN(S(=O)(=O)Cc3ccccc3)CC2)nc2c1nnn2Cc1cccc(Cl)c1,7%,-15%,-20%,-3%,-28%,-4%,10%,2,-2%
Cc1onc(-c2ccccc2)c1-c1n[nH]c(=S)n1-c1ccccc1Cl,-21%,-26%,-27%,-8%,-28%,2%,22%,0,23%[0.501 µM]
COc1ccc(/C=N/n2cncn2)cc1Cn1cc([N+](=O)[O-])cn1,140%[activator],-9%,14%,-5%,-20%,3%,19%,4,2%
CCOC(=O)C1=C(CN2CCN(c3ccccc3F)CC2)NC(=O)NC1c1ccc(OC)cc1 (stereo unspecified),?,?,-6%,1%,-35%,0%,16%,4,-39%[59 µM]
NC(=S)NCCC[C@H](N)C(=O)O,-18%[176 µM],·,11µM*!,·,·,·,·,-5,1.7µM*!
c1ccc(-c2ccccc2OCCCN2CCOCC2)cc1,-25%,18µM*,4%,-1%,7.9µM*,-13%,?,0,·
Cc1cccc2sc(NNC(=O)c3cc(-c4cccs4)nc4ccccc34)nc12,?,3.5µM*,-2%,7%,?,6%,41%[activator],-6,32µM*
CCCCCn1nc(C)c(/C=N/NC(=O)c2ccoc2C)c1C,24%,-14%,-4%,2%,-5%,-2%,19%,-13,2%[59 µM]
COc1ccc2c(c1)-c1nc(NC(=O)c3cccs3)sc1CC2,?,-11%,0%,18%,-22%,-9%,31%,-10,?
CCOC(=O)c1c(NC(=S)N2CCOCC2)sc2c1CCN(C(=O)OCC)C2,?,-34%,?,0%,?,1%,-20%,-19,-37%[59 µM]
COc1ccc(N2CCN(C(C)C(=O)N3CCCC3)CC2)cc1 (stereo unspecified),-26%,32µM*,-19%,-8%,0.79µM*,2%,?,0,?
Cc1cc2ccccc2n1CCNC(=O)c1cc(C(F)(F)F)cc(C(F)(F)F)c1,0%,-38%,32%,-13%,2%,3%,8%,0,-14%[59 µM]
COc1cccc(C2=CC(=O)C[C@H](c3ccc4c(c3)OCO4)C2)c1OC,·,-1%,18%,3%,-30%,-5%,29%,-2,8%[0.501 µM]
CC1CN(S(=O)(=O)c2cccc(C(=O)Nc3ccccc3N3CCCC3)c2)CC(C)O1 (stereo unspecified),2%,-33%,41%,2%,?,4%,-18%,-2,50µM*
CCn1c(=S)sc2c(=O)n(CC(=O)Nc3cccc(Br)c3)c(C)nc21,-20%,-3%,0%,3%,19%,-10%,53%[activator],2,-5%
[S-]c1nnc(-c2ccc(Br)cc2)n1-c1ccccc1.[Zn+2],?,79µM*,-15%,-5%,50µM*,15%,21%,-6,-5%[0.501 µM]
Cc1nn(C)c(Cl)c1C(=O)NCC(=O)Nc1ccc(C(C)C)cc1,-5%,-15%,-2%,-16%,-4%,-11%,37%,-5,20%
N/C(=N/O)C(c1ccccc1)c1ccccc1,-8%,10%,-19%,20%,3%,-6%,10%,-3,12%[59 µM]
Cc1ccc(OCC(O)CNCc2ccc(F)cc2)cc1 (stereo unspecified),-24%,0%,10%,-4%,-23%,8%,-22%,4,-1%
Cc1oc(-c2ccccc2)nc1Cn1cccc1C1=NC(c2ccccc2)CO1 (stereo unspecified),0%,-29%,7%,-7%,-34%,-1%,5%,-5,35%[0.501 µM]
COc1ccc(NC(=O)c2ccc(-c3ccc(-c4noc(C)n4)cc3C)cc2)cc1N1CCN(C)CC1,?,35µM*,?,20%,45µM*,-8%,?,-6&-3,25µM*
Cc1ccc2c(n1)sc1c(N)ncnc12,47%[activator],-5%,42%[11.4 µM],-2%,8%[57.1 µM],0%,21%,397,4%
Cn1cc(C(=O)N2CCN(c3ccccc3)CC2)c(=O)c2cc(S(=O)(=O)N3CCOCC3)ccc21,3%,-14%,-1%,-1%,-7%,7%,40%[activator],-2,28%
COc1cc(CNCC(C)C)cc(Br)c1OCC(=O)Nc1ccccc1,0%,9%,3%,·,21%,-4%,43%[activator],-3,?
COc1ccc(OCC(N)=O)cc1,-1%,4%,20%,-4%,-18%,-5%,20%,7,17%
CCc1nnc(NS(=O)(=O)c2ccc(NC(=O)Nc3ccc(OC)cc3)cc2)s1,6%,-9%,-3%,2%,-14%,-13%,16%,-4,·
COC(=O)c1ccccc1COn1c(=O)c[n+]([O-])c2ccccc21,-24%[57.4 µM],-2%,-20%,-4%,-8%,10%,70%[activator],0,-16%[59 µM]
Cc1nn(-c2ncc(C(F)(F)F)cc2Cl)c(=O)n1-c1ccccc1Cl,-6%,8%,-1%,19%,-17%,-4%,26%,0,-7%[12.7 µM]
COc1cc(-c2n[nH]c(=S)n2-c2cc(C(F)(F)F)ccc2Cl)cc(OC)c1OC,-20%,-33%,-40%,5%,-15%,·,29%,-2,?
Cc1cccc(C)c1N(CC(=O)NCc1ccco1)C(=O)CNS(=O)(=O)c1ccc(F)cc1,?,-14%,-14%,-13%,-5%,8%,14%,4,-35%
COc1ccc(-c2cc(C(=O)N3CCN(c4ccccc4O)CC3)c3ccccc3n2)cc1OC,20%,-32%,-15%,21%,?,0%,-9%,-4,?
CC1=CC(=C(C#N)c2nc3ccccc3s2)C=C(C)N1CC1CCCO1 (stereo unspecified),?,22%,-2%,4%,31%,-5%,80%[activator],4,18%
Cc1c(NC(=O)CSc2nnc(-c3cccc(Cl)c3)o2)c(=O)n(-c2ccccc2)n1C,0%,-4%,-31%,12%,-15%,3%,20%,0,-2%
CC(C)OCCCNC(=O)CCCn1c(SCC(N)=O)nc2c(sc3ccccc32)c1=O,-10%,-13%,7%,-18%,-4%,2%,48%[activator],-1,-5%[59 µM]
COc1ccc(Cc2nnc(SCC(=O)c3ccc4c(c3)OCO4)o2)cc1,9%,-3%,-18%,-5%,-5%,1%,35%,1,-7%
COC(=O)Cn1c(C)c(/C=C/c2cc[n+](C)cc2)c2ccccc21,45µM*,?,?,-2%,?,-1%,?,0,40µM*
NC(=O)c1ccsc1NC(=O)COC(=O)c1cc(=O)[nH]c2ccccc12,10%,-15%,-44%,-23%,-30%,11%,76%[activator],5,-4%[59 µM]
COc1ccc(OC)c(NC(=O)CCc2c(C)nc3c(-c4ccccc4)c(C)nn3c2C)c1,-3%,-6%,-5%,3%,-10%,-2%,45%[activator],-1,3%[59 µM]
O=C(CN(Cc1ccccc1Cl)C(=O)c1csnn1)NCc1ccccc1,-12%,-1%,1%,-2%,-5%,0%,15%,-2,24%
CC(C)N(CCNC(=O)C1CCC(=O)N1Cc1ccc(F)cc1)Cc1ccccc1 (stereo unspecified),9%,3%,16%,7%,-12%,8%,15%,-1,·
COc1ccc(CNC(=O)C2CCCN(S(=O)(=O)N3CC(C)CC(C)C3)C2)c(OC)c1 (stereo unspecified),0%,-9%,49%,8%,-25%,-6%,31%,3,·
CCCCn1c(N)c(N(CCOC)C(=O)CN2C(=O)C3CCCCC3C2=O)c(=O)[nH]c1=O (stereo unspecified),-1%,-3%,22%,-5%,-14%,-7%,34%,4,-1%[59 µM]
CCOP(=O)(OCC)C(Nc1ccc([N+](=O)[O-])cc1)c1ccc(Cl)cc1 (stereo unspecified),-14%,-31%,-24%,-3%,-20%,15%,18%,-2,?
CCCCC(C(=O)NC(C)c1ccccc1)C(=O)NC(C)c1ccccc1 (stereo unspecified),0%,-27%,-4%,10%,-32%,4%,-11%,6,25%[2.33 µM]

# Full records as entered above. Order of values: 12-LOX inh | BAZ2B inh | RGS4 inh | GLS inhibitor | JMJD2A Tudor inh | ERG-DNA inh | HP1b binding inh | PI4K2A inh | G9a block
# Cc1cccc(C)c1N(CC(=O)NCc1ccco1)C(=O)CNS(=O)(=O)c1ccc(F)cc1 is listed with ? | -14% | -14% | -13% | -5% | 8% | 14% | 4 | -35%
# COc1ccc(-c2cc(C(=O)N3CCN(c4ccccc4O)CC3)c3ccccc3n2)cc1OC is listed with 20% | -32% | -15% | 21% | ? | 0% | -9% | -4 | ?

# Other entries follow:
SMILES,12-LOX inh,BAZ2B inh,RGS4 inh,GLS inhibitor,JMJD2A Tudor inh,ERG-DNA inh,HP1b binding inh,PI4K2A inh,G9a block
CCOc1ccc(NC(=O)CN(C)C(=O)C2(c3ccccc3)CC2)cc1OCC,-21%,6%,17%,-2%,-4%,4%,40%,3,12%[0.501 µM]
CN(CC(=O)NCc1ccc(Cl)cc1)S(=O)(=O)c1ccc2[nH]c3c(c2c1)CCCC3,-19%,-29%,-26%,4%,?,1%,-2%,1,10µM*
C#CCN[C@@H]1CCc2ccccc21,?,·,·,-2%,·,·,·,0,-27%[12.7 µM]
Cc1ccc(C(=O)NCCCNC(=O)c2ccc(C)nc2)cc1,-7%,1%,19%,-2%,-11%,-9%,0%,5,10%
Cc1ccc(NC(=O)Cn2c(=O)n(Cc3ccc(C(=O)NCc4ccc5c(c4)OCO5)cc3)c(=O)c3ccccc32)cc1,-12%,-14%,-14%,-13%,-4%,-1%,26%,-1,1%[59 µM]
